Screens (PubChem BioAssay)
MEKK3 PB1 HTS: modulators of MEKK3-MEK5 PB1 binding, primary screen, biochemical, wildtype MEKK3, multiplex bead flow cytometry, Alexa488-MEK5 | Mitogen-activated protein kinase kinase kinase 3 (Homo sapiens), Q99759 | bead-based flow cytometry, Alexa488-MEK5 binding to MEKK3; actives lie on both sides; 0 = blocked by unlabeled MEK5, 100 = vehicle | binding response (% of control), % at 10 µM | actives 1.4% (n = 290,000);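 active = binding response more than 3 SD above or below the average of its plate-row segment, actives on both sides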;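 also: Alexa488 bead fluorescence after subtracting the streptavidin-only scavenger bead signal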
FID counter: compounds displacing fluorescent DNA intercalator, primary screen, artefact control for HCV NS3 helicase inhibitor project, biochemical, FID fluorescence | inhibition, % at 7.9 µM | DNA fluorescent intercalator displacement | AID 1845, 2009 | actives 0.17% (n = 290,000); in the data active = inhibition above about 37%;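 also: 0% = vehicle and 100% = reference compound; higher means more ethidium bromide displaced from hairpin DNA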
VIM-2 inh: VIM-2 metallo-beta-lactamase inhibitors, primary screen, biochemical, epi-absorbance readout, Pseudomonas aeruginosa enzyme | purified VIM-2, nitrocefin hydrolysis, epi-absorbance fluorescence | inhibition, % at 5.6 µM | actives 0.89% (n = 290,000) | AID 1527, 2009;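 active = inhibition above the mean of all tested compounds plus 3 SD, cutoff set per screening run, cut at about 7.5% in these data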;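 also: red hydrolysis product quenches plate fluorescence so inhibitors raise well fluorescence; 0% = enzyme with DMSO and 100% = DMSO without enzyme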
IDE cell activ: human IDE activators in live cells, primary screen, fluorescence polarization, HEK cells, FAbeta-B substrate; FAbeta-B cleavage; 0% vehicle, 100% cell-free pure enzyme wells; actives 0.073% (n = 340,000); Insulin-degrading enzyme (Homo sapiens), P14735; AID 493087, 2011; activation, % at 5.96 µM;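 active = activation above the mean of all tested compounds plus 3 SD, set per screening campaign, cut at about 17% in these data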
HCV NS3 hel inh: inhibitors of HCV NS3 helicase, primary screen, biochemical, Cy5 molecular beacon fluorescence | actives 0.56% (n = 290,000) | Hepatitis C virus NS3 helicase | inhibition, % at 10.9 µM | NS3 helicase DNA unwinding;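 active = inhibition above the mean of all tested compounds plus 3 SD, set per campaign, cut at about 35% in these data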;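 also: 0% = DMSO wells and 100% = thioflavine S control wells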
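Control set: DMSO versus 110 µM thioflavine S; Material: NS3 helicase fragment of HCV; Measured by: Cy5 fluorescence at 0 and 60 min, beacon hairpin quenching; Read-out basis: percent inhibition from t60/t0 fluorescence ratio; Times: reaction time 60 min, 25 °C; Repeats: single replicate; Compound dosing: single dose, 10.9 µM nominal final, DMSO 0.8% final.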
SUMO HTRF inh: inhibitors of in vitro SUMOylation cascade, primary screen, biochemical, HTRF, uHTS; HTRF SUMOylation assay, SAE1/SAE2 + UBC9; inhibition, % at 35 µM; actives 0.36% (n = 290,000); in the data active = inhibition above about 50%, passing the limit was not always enough; also: strong numbers were not always called active
pCIP destab: p/CIP-EGFP fusion destabilizers, primary screen, fluorescence, F442A cells | 16 h | decrease of EGFP signal, % at 10 µM | actives 0.01% (n = 290,000);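 active = EGFP signal decrease of at least 30% at 10 µM or well 3 SD below plate mean, unless failing retest; inactive = the rest, including hits failing retest or dose response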; also: some compounds called inactive have numbers as strong as hits; many of its hits are not listed in these tables
Target sequence (Q05BA5 1-1403): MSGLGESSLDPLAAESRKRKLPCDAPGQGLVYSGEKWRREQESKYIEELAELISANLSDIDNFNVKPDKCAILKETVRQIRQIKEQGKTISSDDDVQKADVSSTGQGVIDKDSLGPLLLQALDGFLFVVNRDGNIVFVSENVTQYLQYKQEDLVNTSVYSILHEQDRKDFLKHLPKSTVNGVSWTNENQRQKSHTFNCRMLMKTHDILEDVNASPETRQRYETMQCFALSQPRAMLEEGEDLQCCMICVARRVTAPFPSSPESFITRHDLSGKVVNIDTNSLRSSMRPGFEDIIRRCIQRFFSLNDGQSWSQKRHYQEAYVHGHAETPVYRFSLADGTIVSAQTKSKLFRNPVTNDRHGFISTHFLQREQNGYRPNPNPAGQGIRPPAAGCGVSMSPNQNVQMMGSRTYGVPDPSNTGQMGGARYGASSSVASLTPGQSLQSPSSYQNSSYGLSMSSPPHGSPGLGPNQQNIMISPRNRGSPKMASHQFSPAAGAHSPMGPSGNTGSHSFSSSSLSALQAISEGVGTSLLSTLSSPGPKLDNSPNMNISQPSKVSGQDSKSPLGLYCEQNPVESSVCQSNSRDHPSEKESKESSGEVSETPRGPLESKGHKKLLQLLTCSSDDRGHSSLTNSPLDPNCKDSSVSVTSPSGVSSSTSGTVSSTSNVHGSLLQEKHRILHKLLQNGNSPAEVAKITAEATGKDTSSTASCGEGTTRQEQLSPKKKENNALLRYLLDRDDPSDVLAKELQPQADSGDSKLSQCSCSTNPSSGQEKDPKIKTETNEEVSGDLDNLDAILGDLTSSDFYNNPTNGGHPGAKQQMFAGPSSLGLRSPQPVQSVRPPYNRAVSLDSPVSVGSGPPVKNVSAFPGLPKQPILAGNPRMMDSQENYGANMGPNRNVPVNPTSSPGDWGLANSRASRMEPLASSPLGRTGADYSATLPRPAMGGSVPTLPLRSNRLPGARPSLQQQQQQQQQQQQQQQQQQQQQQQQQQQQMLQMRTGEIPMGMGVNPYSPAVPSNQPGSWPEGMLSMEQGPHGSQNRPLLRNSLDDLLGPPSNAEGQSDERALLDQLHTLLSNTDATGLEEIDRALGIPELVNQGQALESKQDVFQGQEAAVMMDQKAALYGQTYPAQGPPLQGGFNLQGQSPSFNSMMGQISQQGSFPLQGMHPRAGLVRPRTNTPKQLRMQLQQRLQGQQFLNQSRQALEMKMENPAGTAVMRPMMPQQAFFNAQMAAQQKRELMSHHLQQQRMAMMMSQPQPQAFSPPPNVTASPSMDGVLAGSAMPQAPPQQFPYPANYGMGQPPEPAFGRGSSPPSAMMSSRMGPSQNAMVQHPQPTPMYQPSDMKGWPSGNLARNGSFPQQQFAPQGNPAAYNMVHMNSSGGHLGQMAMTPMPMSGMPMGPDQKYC
IMP-1 inhibitor: IMP-1 metallo-beta-lactamase inhibitors, primary screen, biochemical, epi-absorbance readout, Pseudomonas aeruginosa enzyme | purified IMP-1, nitrocefin hydrolysis, epi-absorbance fluorescence | actives 0.45% (n = 290,000) | metallo-beta-lactamase IMP-1 (Pseudomonas aeruginosa) | inhibition, % at 5.6 µM;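 active = inhibition above the mean plus 3 SD of all compounds in the same screening run, cut at about 4.5% in these data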;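 also: 0% = IMP-1 with DMSO and 100% = DMSO wells lacking enzyme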
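System: purified recombinant IMP-1 beta-lactamase. Medium: Zinc- and detergent-supplemented HEPES buffer, pH 7.1. Compound: one 5.6 µM dose […]. Schedule: 15 min preincubation plus 25 min reaction at 25 °C. Technique: Epi-absorbance fluorescence, 480 nm excitation, 530 nm emission.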
PHOSPHO1 block: PubChem AID 1565; Phosphoethanolamine/phosphocholine phosphatase (Homo sapiens), Q8TCT1; recombinant PHOSPHO1, absorbance phosphatase assay; inhibition, % at 13.3 µM; actives 1.1% (n = 290,000); in the data active = inhibition above about 60%
The depositor's hits bear a star; · = not tested or not shown. An excerpt, so the mix of outcomes need not match the whole.

SMILES	MEKK3 PB1 HTS	FID counter	VIM-2 inh	IDE cell activ	HCV NS3 hel inh	SUMO HTRF inh	pCIP destab	IMP-1 inhibitor	PHOSPHO1 block
COc1ccc(C(=O)NC2CCc3ccccc32)cc1OC1CCN(C(C)C)CC1 (stereo not given)	99	8	-0.7	1	3	12	-5	-2.5	19
CC1CCCC(NC(=O)CSC2CCCCC2)C1C (stereo not given)	103	-31	-2.8	-1	-1	1	-6	-1.6	44
O=C(Nc1ccccc1F)c1ccc(OCc2ccccc2)cc1	99	-14	-4.8	3	1	-6	6	-0.7	-3
CCOC(=O)CC(C)(C)/C(C)=N/Nc1ccc([N+](=O)[O-])cc1[N+](=O)[O-]	97	4	-5.6	1	-5	-21	-6	-1.8	18
O=C(Nc1ccc(N2CCOCC2)cc1)c1ccncc1	99	-5	2.2	8	11	0	-3	-3.1	-1
CC1=NNC(=O)C(CC(=O)Nc2ccc(Cl)c(Cl)c2)C1 (stereo not given)	113	-5	-4.1	0	4	-9	-1	-3.0	-4
O=C(COc1ccc2ccccc2c1)Nc1ccc(Cc2ccncc2)cc1	93	-17	-8.2	-3	-8	-26	-10	-2.3	42
Fc1ccc(CNC(=S)NC2CCCC2)cc1	103	-1	-1.2	9	-4	-12	-4	-2.1	-9
CCOc1ccc(S(=O)(=O)N(CC(=O)Nc2cccnc2)c2ccc(F)cc2)cc1	99	-22	0.6	-4	-13	1	-13	-1.8	21
COC(=O)c1ccc(NC(=O)COC(=O)CSc2nc(C)cc(C)n2)cc1	77	-14	0.1	0	2	8	-1	-1.0	3
CCOc1cccc2cc(C(=O)NCCC3=CCCCC3)c(=O)oc12	104	2	-3.1	5	0	22	-9	-3.0	43
Cc1sc2ncnc(SCC(=O)NCC(C)C)c2c1C	99	-25	0.3	7	13	21	-24	1.0	17
CCN(CC)CCNC(=S)Nc1ccc(Cl)cc1	102	11	-2.8	2	-2	27	-5	-2.6	-41
O=C(O)c1cccc(NC(=O)c2ccc3c(c2)C(=O)N(C2CCCCC2)C3=O)c1	97	-26	-0.8	2	-3	20	-1	-3.4	48
COc1ccccc1C1=Nc2cccc3cccc(c23)N1	85	4	-8.1	5	-5	36	-19	-1.7	9

Twelve compounds out of the list, arranged by length of the SMILES, highest first:
SMILES	MEKK3 PB1 HTS	FID counter	VIM-2 inh	IDE cell activ	HCV NS3 hel inh	SUMO HTRF inh	pCIP destab	IMP-1 inhibitor	PHOSPHO1 block
CCOC(=O)CC(C)(C)/C(C)=N/Nc1ccc([N+](=O)[O-])cc1[N+](=O)[O-]	97	4	-5.6	1	-5	-21	-6	-1.8	18
O=C(O)c1cccc(NC(=O)c2ccc3c(c2)C(=O)N(C2CCCCC2)C3=O)c1	97	-26	-0.8	2	-3	20	-1	-3.4	48
CCOc1ccc(S(=O)(=O)N(CC(=O)Nc2cccnc2)c2ccc(F)cc2)cc1	99	-22	0.6	-4	-13	1	-13	-1.8	21
COc1ccc(C(=O)NC2CCc3ccccc32)cc1OC1CCN(C(C)C)CC1 (stereo not given)	99	8	-0.7	1	3	12	-5	-2.5	19
COC(=O)c1ccc(NC(=O)COC(=O)CSc2nc(C)cc(C)n2)cc1	77	-14	0.1	0	2	8	-1	-1.0	3
O=C(COc1ccc2ccccc2c1)Nc1ccc(Cc2ccncc2)cc1	93	-17	-8.2	-3	-8	-26	-10	-2.3	42
CC1=NNC(=O)C(CC(=O)Nc2ccc(Cl)c(Cl)c2)C1 (stereo not given)	113	-5	-4.1	0	4	-9	-1	-3.0	-4
O=C(Nc1ccccc1F)c1ccc(OCc2ccccc2)cc1	99	-14	-4.8	3	1	-6	6	-0.7	-3
COc1ccccc1C1=Nc2cccc3cccc(c23)N1	85	4	-8.1	5	-5	36	-19	-1.7	9
Cc1sc2ncnc(SCC(=O)NCC(C)C)c2c1C	99	-25	0.3	7	13	21	-24	1.0	17
CCN(CC)CCNC(=S)Nc1ccc(Cl)cc1	102	11	-2.8	2	-2	27	-5	-2.6	-41
Fc1ccc(CNC(=S)NC2CCCC2)cc1	103	-1	-1.2	9	-4	-12	-4	-2.1	-9

(more compounds)
SMILES	MEKK3 PB1 HTS	FID counter	VIM-2 inh	IDE cell activ	HCV NS3 hel inh	SUMO HTRF inh	pCIP destab	IMP-1 inhibitor	PHOSPHO1 block
Cc1cccc2cc(CN(Cc3ccco3)C(=O)c3ccncc3)c(=O)[nH]c12	103	-20	-1.1	-6	0	-3	2	-3.1	4
CC(=O)c1ccc(NC(=O)C2CCCO2)cc1 (stereo not given)	107	-3	0.8	5	4	22	-10	-3.3	5
Cc1coc2cc3oc(=O)c(CC(=O)N4C[C@H]5C[C@@H](C4)c4cccc(=O)n4C5)c(C)c3cc12	104	-20	-0.6	1	9	29	0	-1.3	14
CCc1cc(OCCN(C)C)ccc1Cl	105	2	-0.8	4	-14	22	-9	-0.7	30
Cc1cc(OCn2ccc(C(=O)O)n2)ccc1Cl	96	-4	-1.1	6	6	-6	9	-3.4	2
O=C(Cc1cccc2ccccc12)NN1C(=O)C2C(C1=O)C1C=CC2C12CC2 (stereo not given)	99	-4	-3.9	6	-1	2	-6	-2.7	14
Cc1ccc(NC(=S)NC2CC3CCCC(C2)N3Cc2ccco2)cc1 (stereo not given)	98	10	-4.7	7	-1	1	-3	-3.1	-1
Cc1ccsc1C(=O)N(CC(C)C)c1c(N)n(Cc2ccccc2)c(=O)[nH]c1=O	106	-15	-0.7	3	-2	0	-1	-0.9	43
COc1ccc(S(=O)(=O)NNC(=O)Nc2ccc(C)cc2C)c(OC)c1	104	-11	-2.9	7	-7	21	4	1.6	31
CCOc1ccc(CNC(=O)Cn2nc(C)c3c(C)n(-c4ccc(C)cc4)nc3c2=O)cc1	102	-52	0.4	1	-42	12	-7	11*	53
Cc1noc(C)c1C(=O)Nc1sc2c(c1C(N)=O)CCCCC2	103	0	-3.1	-3	1	7	-19	-6.2	-7
O=C(NCc1ccccn1)Nc1ccc(F)cc1	105	-7	-3.5	2	9	12	2	-3.9	-39
O=C(c1cccs1)N1CCOCC1	103	-2	-2.9	-4	-6	17	-4	-4.1	15
CCOC(=O)Cn1nc(-c2ccccc2)nc1-c1ccccc1	99	-11	-2.1	8	1	19	19	0.6	-1
COCCN(C(=S)Nc1cc(C)ccc1C)C(C)c1cccnc1 (stereo not given)	93	-3	-0.7	-2	8	-7	3	-0.6	-7
COc1ccccc1NC(=O)Cn1c2ccc(F)cc2c2nc3n(c(=O)c21)CCS3	99	-18	-1.4	3	-15	0	2	-1.0	39
COc1ccc(NC(=O)Nc2cccc(OC)c2)cc1	103	-3	-0.3	6	0	·	·	-2.7	·
O=C(c1ccc(OC2CCN(CCO)CC2)cc1)N1CCCC1	107	-6	-0.9	1	11	8	-13	-0.8	47
Cc1c(Cl)cnc(NC(=O)COC(=O)CCS(=O)(=O)c2ccccc2)c1Cl	104	-10	-2.0	2	9	-8	-6	-0.8	42
Cc1ccc2nc(NC(=O)/C=C/c3ccc4c(c3)OCO4)sc2c1	94	-2	-0.4	1	-1	17	-17	-0.8	5
COc1ccccc1CCNC(=O)C1CCN(C(=O)/C=C/c2ccccc2)CC1	96	-34	0.3	1	-15	3	-13	-0.3	18
C/C(=N\NC(=O)CCc1ccc(S(=O)(=O)N2CCOCC2)cc1)c1ccc(OC(F)F)cc1	102	-6	-1.0	2	2	13	7	-1.0	28
CCCCCn1c(SCC(=O)OCC)nc2cc(C(=O)NCc3ccco3)ccc2c1=O	·	-5	0.6	-2	7	23	-7	-0.2	16
COc1cc(/C=N/Nc2snc(SC)c2C#N)cc(OC)c1OC	101	1	-2.1	2	21	11	-2	-6.0	4
CC1(C)CC(N2CCN(C(c3ccccc3)c3ccccc3)CC2)=CC(=[N+]2CCCCC2)C1	106	26	-2.0	0	-85	26	-35	-1.9	-8
CC(C)NC(=O)CSc1nc(N)c(NC(=O)c2ccco2)c(=O)[nH]1	100	-2	-3.1	1	-2	4	-10	0.0	-16
Cc1ccc(CN(CCO)CCO)cc1	94	-2	-2.5	3	12	17	-6	-2.7	32
CCc1n[nH]c(=S)n1/N=C/c1c(O)ccc2ccccc12	100	-8	0.2	-14	0	-10	4	-3.4	-100
Cc1ccc2nc(Cl)c(/C=N/Nc3nc(C)cc(C)n3)c(=O)n2c1	101	-9	-4.6	-3	7	16	3	-2.8	-2
CCOc1ccc(S(=O)(=O)Nc2nc3ccccc3nc2Nc2ccc(N3CCOCC3)cc2)cc1	97	-15	-2.2	2	19	24	-23	-2.0	-9
Cc1cccc(N2CCN(C3=NC(=O)C(=C4CCCCC4)S3)CC2)c1	93	-24	-2.1	-1	-11	-6	6	-4.4	10
Cc1cc(=O)oc2cc(OCC(=O)NCCN3CCOCC3)c(Cl)cc12	96	-11	-0.2	2	0	9	-18	-1.8	17
